# sEH activator: increases human soluble epoxide hydrolase activity; P34913; purified human sEH enzymatic activity, activator screen; activation, % at 2 µM; 0.04% of 91,000 active; in the data active = activation above about 37%; note: values of inactives mirror those of a sister screen read the other way
# Target sequence (P34913 whole entry, looked up): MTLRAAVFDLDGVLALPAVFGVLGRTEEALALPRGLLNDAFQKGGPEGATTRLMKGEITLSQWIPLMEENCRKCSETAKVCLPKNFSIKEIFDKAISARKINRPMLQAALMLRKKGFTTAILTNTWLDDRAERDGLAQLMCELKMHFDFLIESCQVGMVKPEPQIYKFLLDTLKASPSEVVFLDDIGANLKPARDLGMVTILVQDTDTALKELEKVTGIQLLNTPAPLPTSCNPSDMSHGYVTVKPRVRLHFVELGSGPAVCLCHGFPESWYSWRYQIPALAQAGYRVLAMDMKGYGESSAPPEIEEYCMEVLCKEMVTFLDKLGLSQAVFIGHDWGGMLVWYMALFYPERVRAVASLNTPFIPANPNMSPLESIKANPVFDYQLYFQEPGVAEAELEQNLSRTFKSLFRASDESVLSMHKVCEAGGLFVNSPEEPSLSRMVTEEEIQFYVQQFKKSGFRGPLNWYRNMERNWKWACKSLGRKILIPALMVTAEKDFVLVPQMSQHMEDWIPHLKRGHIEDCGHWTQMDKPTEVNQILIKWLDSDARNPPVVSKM
# S1P2 ag: S1P2 (human) receptor agonism. activation, % at 4.5 µM. AID 729. 0.46% of 97,000 active. S1P2-expressing cell line, agonist reporter read-out. O95136; in the data active = activation above about 16%;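 note: 0% = vehicle low control and 100% = maximal reference agonist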
# Target sequence (O95136 whole entry, looked up): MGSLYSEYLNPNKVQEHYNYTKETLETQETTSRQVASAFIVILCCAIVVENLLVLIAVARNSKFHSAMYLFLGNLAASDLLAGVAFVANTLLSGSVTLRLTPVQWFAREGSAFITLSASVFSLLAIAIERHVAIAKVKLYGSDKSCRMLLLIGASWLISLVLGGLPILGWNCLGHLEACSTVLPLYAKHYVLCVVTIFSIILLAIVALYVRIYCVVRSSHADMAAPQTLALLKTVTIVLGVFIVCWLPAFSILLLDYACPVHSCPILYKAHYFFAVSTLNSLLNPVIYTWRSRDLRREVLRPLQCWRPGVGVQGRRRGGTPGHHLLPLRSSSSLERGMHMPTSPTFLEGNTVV
# H69AR growth 86K: growth inhibitors of human H69AR lung tumor cells. H69AR lung tumor viability, ATP luminescence, 72 h; stronger effect = lower value. viability, % at 10 µM. 6% of 85,000 active;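 active = viability at or below 40%; inactive = viability above 40%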;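 note: multidrug resistant small cell line overexpressing MRP-1 efflux transporter; 100% = mean luminescence of untreated control wells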
# LYP act: activators of human LYP (PTPN22) phosphatase; recombinant LYP, DiFMUP fluorescence; 0 = plate median, 100 = signal doubled; activation, % at 2 µM; AID 697; Q9Y2R2; 0.11% of 96,000 active;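 active = activation at 2 µM above a set limit, the mean plus 5 SD, cut at about 37% in these data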
# Fibroblast inh: blocks proliferation of human lung fibroblasts; viability, % at 10 µM; 1.1% of 85,000 active; LL 47 human lung fibroblast viability, ATP luminescence; stronger effect = lower value; AID 719;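 active = viability at or below 50% in the single dose screen; inactive = viability above 50%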;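 note: compound exposure lasted 72 h before the ATP readout; 100% = median luminescence of untreated cell-only wells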
#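 test system = LL 47 human lung fibroblasts | amount = 1,150 fibroblasts seeded per well | medium = 15% FBS in IMEM | times = overnight cell rest, 72 h compound treatment at 37 °C | measured by = CellTiter-Glo luminescence measuring cellular ATP | read-out = viability percentage against median untreated-cell control | benchmarks = cell-only wells, no compound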
# sEH inhibitor: soluble epoxide hydrolase (human) inhibition; 0.34% of 91,000 active; P34913; recombinant human sEH enzymatic activity assay; inhibition, % at 2 µM; in the data active = inhibition above about 80%; note: values of inactives mirror those of a sister screen read the other way; many of its hits are not listed in these tables
# HUVEC inhibit: inhibitors of human endothelial cell proliferation; HUVEC proliferation, CellTiter-Glo luminescence, 72 h; stronger effect = lower value; viability, % at 10 µM (by protocol); 1.1% of 86,000 active; AID 648;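 active = viability at or below 30%; inactive = viability above 30%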;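 note: 100% = median luminescence of DMSO-only cell control wells on each plate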
# S1P2 antag: S1P2 (human) receptor antagonism | O95136 | inhibition, % at 5 µM | cell-based S1P2 antagonist assay, inhibition at 5 uM | 0.21% of 97,000 active; in the data active = inhibition above about 45%;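 note: CRE beta-lactamase reporter cells expressing human S1P2 stimulated with S1P; 0% = agonist at EC80 alone and 100% = agonist plus reference antagonist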
# PostGolgi ctrl: inhibits growth of the yeast control strain; efflux-deficient yeast background strain, growth absorbance A615, 16 h; AID 738; 5% of 98,000 active; inhibition, % at 10 µM; in the data active = inhibition above about 30%
# Starred values were filed as active, the others as inactive; . = not tested or not shown.
cpd	SMILES	sEH activator	S1P2 ag	H69AR growth 86K	LYP act	Fibroblast inh	sEH inhibitor	HUVEC inhibit	S1P2 antag	PostGolgi ctrl
1	O=C(NC1CCCC1)C(c1ccc(F)cc1)N(Cc1ccc(F)cc1)C(=O)c1ccn[nH]1 (configuration not stated)	14.7	-0.4	.	1.8	.	-12.1	.	-9.0	-4.0
2	O=C(OCC(=O)N1c2ccccc2Sc2ccccc21)C1CC(=O)N(Cc2ccco2)C1 (configuration not stated)	-7.0	-3.9	82.7	11.6	.	6.5	92.7	-10.4	2.4
3	CC(C)COC(=O)NCCOC(=O)Nc1cccc(Cl)c1	-4.0	-3.8	89.1	5.6	.	1.6	94.0	21.6	7.2
4	COc1ccc(-c2nc3nc(C)cc(C)n3n2)cc1	0.4	-3.2	85.7	7.2	90.2	3.3	88.1	-5.1	0.8
5	N#CC1=C(Nc2ccc(Br)cc2)CCC1	11.4	-0.6	93.2	3.1	106.4	-10.8	85.2	9.6	4.8
6	CCN(CC)C(=O)C1CC(c2ccc(OC)cc2)=NO1 (configuration not stated)	9.2	-2.1	92.5	-5.0	91.3	-10.1	100.0	22.8	12.8
7	Cc1cc(C)n(C(=O)CN2C(=O)CCC2=O)n1	.	.	91.5	.	99.5	.	84.7	.	12.5
8	CCCc1c(C)[nH]c2ccccc2c1=O	-7.5	-0.8	87.2	-0.3	102.3	7.6	100.4	18.2	14.1
9	CCOC(=O)N1CCN(S(=O)(=O)c2ccc(OCC(=O)OC)c(Cl)c2)CC1	-5.0	-5.4	95.4	7.0	82.9	3.9	97.7	11.5	17.9
10	COc1ccccc1N(CC(=O)N/N=C/c1ccc(OCC(=O)NCc2ccco2)cc1)S(=O)(=O)c1ccc(C)cc1	4.5	-1.1	.	-0.3	.	-4.8	.	6.1	-6.7
11	N#CCSc1nnc2sc3ccccc3n12	7.5	0.0	92.0	0.5	94.9	-10.3	96.7	-8.3	4.5
12	COc1ccc2c(c1)c(C(=O)OCCN(C)C)c(C)n2C	35.0	0.2	98.9	5.6	105.6	-33.4	106.2	-8.1	7.4
13	COCCCn1c2nc3ccccc3nc2c2c(=O)n(Cc3cccs3)cnc21	3.6	-7.1	77.9	2.0	100.1	-4.2	88.6	5.0	-0.4
14	CCC1(C)Cc2c(C#N)c(N)n(N)c(=S)c2CO1 (configuration not stated)	2.9	-3.1	85.5	5.8	102.0	-0.5	107.1	-4.8	.
15	C=CCNC(=O)CCCCCNS(=O)(=O)c1ccc(OC)cc1	.	-2.6	46.5	2.7	98.2	.	97.8	10.1	2.9
16	CCc1cccc(NC(=O)c2ccc(NS(=O)(=O)c3c(C)noc3C)cc2)c1	-22.4	-1.4	.	1.1	.	23.9	.	-7.2	-0.2
17	Cc1ccc(S(=O)(=O)Nc2ccc3nc(C)sc3c2)cc1	-8.0	-3.3	95.3	8.4	105.3	11.3	95.3	6.2	9.6
18	Cc1nn(C)c(C)c1S(=O)(=O)N1CCCC(C(=O)NCC2COc3ccccc3O2)C1 (configuration not stated)	-32.1	-3.0	93.3	-1.7	97.6	32.5	107.5	0.9	-4.0
19	COc1ccc(-c2csc(N(CC3CCCO3)C(=O)c3cccs3)n2)cc1 (configuration not stated)	1.1	-4.3	76.4	-14.8	99.5	-1.0	99.8	-21.4	13.4
20	c1ccc(C2=Nc3ccccc3OC2)cc1	0.1	-3.8	83.3	6.1	104.6	-1.5	85.5	-13.4	0.0
21	O=C(NC1CCCCCC1)C1CCN(C(=O)Cc2ccccc2)CC1	-40.6	0.9	96.5	-7.9	103.0	40.6	95.9	10.1	4.0
22	CC(C)Oc1c(Cl)cc(CNC(C)(C)CO)cc1Cl	-3.5	-6.6	83.4	-8.7	100.0	6.3	91.2	2.5	3.3
23	CCOC(=O)c1cc(NC(=O)N2CCCc3ccccc32)c(C)nc1C	-0.8	-6.2	74.2	7.8	93.9	0.3	94.2	11.9	-1.4
24	Cc1ccc(NC(=S)NCc2cccnc2)cc1	7.1	1.7	.	0.2	.	-9.0	.	-1.6	5.2
25	COc1ccc(Cl)c(NC(=O)Nc2c(C)n(-c3ccccc3)c(=O)n2C)c1	4.0	-6.5	74.1	13.0	106.7	-8.6	100.0	14.1	6.7
26	O=C(Nc1nccc(-c2cccs2)n1)c1ccccc1Cl	-3.2	-4.7	.	-12.9	.	5.1	.	11.3	-2.1
27	Cc1cc(Br)ccc1OCCCCNCCO	3.8	69.3*	.	-4.2	.	-4.1	.	30.2	0.3
28	CCc1cc2c(=O)[nH]c(N3CCOCC3)nc2s1	0.8	-3.2	89.6	0.6	107.4	4.3	91.5	-16.6	.
29	CCCC(C)C(=O)Nc1ccncc1 (configuration not stated)	6.8	-2.2	89.5	34.7	103.8	-9.5	96.5	-2.2	.
30	CN(C)CCNc1nc2c(c(=O)[nH]c(=O)n2C)n1CC(O)COc1ccc(Cl)cc1 (configuration not stated)	-13.8	-11.8	101.1	1.1	96.8	13.8	96.9	15.3	4.5
31	CCN(CC)c1ccc(NC(=O)Nc2ccccc2C(F)(F)F)cc1	-9.8	61.5*	.	-3.5	.	9.5	.	-5.7	-2.1
32	COC(=O)c1c(-c2ccco2)csc1NC(=O)C1CC=CCC1C(=O)O (configuration not stated)	5.1	-0.6	80.4	-3.4	95.0	-2.0	98.5	-15.3	6.5
33	Cc1cc(C)cc(C(=O)N2CC(=O)Nc3ccccc32)c1	-2.0	4.6	35.4*	-6.2	49.8*	3.8	44.8	-8.8	-5.1
34	O=C(CNC(=S)N(Cc1ccc(F)cc1)C1CCCCC1)NC1CC1	4.1	-0.8	87.4	-5.7	93.4	-4.0	102.7	6.3	8.8
35	CCOC(=O)C1CCN(S(=O)(=O)c2ccc(C(=O)OC)cc2)CC1	-7.8	-6.0	108.2	-4.8	100.2	8.9	99.2	2.7	4.3
36	CSc1nc2ncc3c(n2n1)CC1c2ccccc2CCN1C3=O (configuration not stated)	4.2	1.4	.	6.7	.	-4.6	.	-7.9	31.5*
37	Cc1nnc(SCC(=O)N/N=C/c2cn(-c3ccccc3)nc2-c2ccccc2)n1-c1ccccc1	2.6	-8.3	.	-22.1	.	-4.4	.	6.5	7.0
38	Cc1nn(-c2ccccc2)c(Cl)c1/C=N/NC(=O)c1ccco1	2.0	-14.4	.	12.3	.	0.9	.	-10.5	-3.2
39	CCOC(=O)c1sc(NC(=O)C2CC=CCC2C(=O)O)nc1C (configuration not stated)	4.7	-6.4	83.7	-1.9	97.0	-5.4	101.2	22.2	-4.2
40	COc1cc(SC#N)ccc1N=Cc1c(C)[nH]n(-c2ccc(Cl)cc2)c1=O	5.9	-2.1	.	6.8	.	-3.6	.	-10.2	31.9*

# Three of the compounds above, screen by screen.
(23) CCOC(=O)c1cc(NC(=O)N2CCCc3ccccc32)c(C)nc1C
(24) Cc1ccc(NC(=S)NCc2cccnc2)cc1
(25) COc1ccc(Cl)c(NC(=O)Nc2c(C)n(-c3ccccc3)c(=O)n2C)c1
Compound,23,24,25
sEH activator,-0.8,7.1,4.0
S1P2 ag,-6.2,1.7,-6.5
H69AR growth 86K,74.2,.,74.1
LYP act,7.8,0.2,13.0
Fibroblast inh,93.9,.,106.7
sEH inhibitor,0.3,-9.0,-8.6
HUVEC inhibit,94.2,.,100.0
S1P2 antag,11.9,-1.6,14.1
PostGolgi ctrl,-1.4,5.2,6.7

# Remaining list, next part:
cpd	SMILES	sEH activator	S1P2 ag	H69AR growth 86K	LYP act	Fibroblast inh	sEH inhibitor	HUVEC inhibit	S1P2 antag	PostGolgi ctrl
41	O=C(CSc1cn(Cc2ccccc2)c2ccccc12)Nc1nccs1	9.8	-9.7	101.4	-8.1	94.5	-7.3	84.9	1.9	2.5
42	COc1ccc(CSC2=NCCN2)cc1Cl	-0.9	-5.3	85.6	-4.5	83.5	2.3	81.5	3.0	6.8
43	C=CCNC(=S)N/N=C/c1ccc(OCc2ccccc2Cl)cc1	0.9	-2.6	.	-3.7	.	1.8	.	4.1	2.1
44	O=C(Nc1nc(-c2cc3ccccc3oc2=O)cs1)c1ccc(Br)o1	19.6	-1.1	100.7	7.1	110.5	-21.9	79.0	8.9	1.9
45	CCc1ccc(OCC(=O)NC(=S)Nc2cccc(CO)c2)c(Br)c1	-26.1	-5.0	.	2.5	.	28.1	.	7.9	-2.7
46	CCN(CC)C(C(=O)Nc1ccc(C(C)C)cc1)c1ccc2c(c1)OCO2 (configuration not stated)	37.9*	-0.9	72.0	2.6	93.5	-38.4	85.5	-3.0	23.9
47	Nc1nnc2c(n1)CCCC2	-3.9	-6.0	94.5	-3.7	94.7	3.5	91.8	8.0	-2.2
48	CC(C)c1ccc(NC(=O)C(c2ccc3c(c2)OCO3)N2CCC3(CC2)OCCO3)cc1 (configuration not stated)	.	.	99.6	.	91.4	.	93.5	.	10.8
49	CCOC(=O)c1ccc(NC(=O)CSc2nnc(Cc3cccs3)n2C)cc1	-16.4	-1.8	96.2	-5.8	97.0	15.2	103.5	11.9	4.8
50	COCC(=O)N(CCc1ccc(OC)c(OC)c1)Cc1nc2ccccc2c(=O)[nH]1	-0.8	-1.2	.	3.6	94.6	1.8	95.2	12.2	-3.5
51	Cc1ccc(Cn2c(=O)cc(C(=O)O)c3ccccc32)cc1	7.4	-5.3	.	-5.6	.	-8.5	.	13.2	18.1
52	CCOC(=O)c1cn(-c2ccc(F)c(F)c2)c2c(F)c(F)c(F)c(F)c2c1=O	17.1	-3.9	.	4.3	.	-19.4	.	0.9	0.6
53	Cc1cccc(NC(=O)CSc2nc3ccc(N4C(=O)c5ccccc5C4=O)cc3s2)c1C	2.7	-2.1	.	-14.3	.	-0.9	.	-1.1	2.7
54	COCCN1Cc2cccc(C(=O)Nc3ccc4c(c3)OCCO4)c2C1=O	-5.7	0.1	63.7	2.6	93.8	4.2	107.5	-5.8	14.1
55	O=C1c2cccnc2C(=O)N1Cc1ccco1	.	.	90.9	.	107.4	.	98.1	.	5.0
56	CCOc1cccc2cc(-c3cn4cc(C)ccc4n3)c(=O)oc12	2.4	-8.3	.	3.4	24.2*	-1.4	91.7	5.7	28.2
57	COC(=O)c1c(C)c2c(C)cc3ccccn3c-2c1C(=O)OC	27.5	-7.2	.	1.0	.	-24.8	.	-19.7	-0.1
58	COc1cccc(-n2sc3c(c2=S)-c2cc(OC)ccc2NC3(C)C)c1	-2.9	-8.5	.	1.3	.	2.8	.	-40.0	6.2
59	CC(C)(CNC(=O)c1cc2ccccc2o1)N1CCOCC1	.	-3.4	88.7	-3.7	.	.	102.7	11.3	4.9
60	Cc1c(C)n(C)c2ccc(C(=O)NCc3cccs3)cc12	.	.	99.1	.	107.9	.	89.9	.	3.4
61	Nc1cc(-c2ccc(Br)cc2)nn1S(=O)(=O)c1cccc2nsnc12	.	-2.5	.	6.2	.	.	.	-3.9	83.1*
62	Cc1ccccc1C(=O)NC(C)C(c1cccs1)N1CCOCC1 (configuration not stated)	4.9	-5.1	85.8	-1.8	110.4	-6.5	91.1	12.8	-8.6
63	COc1ccc(NC(C)C(=O)Nc2ccc(C(C)(C)C)cc2)cc1Cl (configuration not stated)	8.3	-0.4	.	-2.6	.	-5.4	.	-10.6	33.9*
64	CCOc1ccc(NC(=O)C(=O)NCCCn2ccnc2)cc1	-2.3	-4.7	.	-2.4	.	4.6	.	16.8	0.5
65	CCOc1ccc(/C(=N\O)C(C)NO)cc1 (configuration not stated)	23.9	-5.3	95.4	10.0	102.6	-19.1	99.8	7.8	4.8
66	Cc1csc2nc(CSc3nc4ccccc4o3)cn12	-18.6	-7.1	100.1	0.2	99.2	21.4	103.1	-2.3	2.3
67	O=c1c2[nH]c3ccccc3c2ncn1CCCn1ccnc1	11.2	-3.0	91.3	1.3	100.0	-9.6	88.8	9.0	6.2
68	CSc1nnc(-c2sc(-c3ccccc3)nc2C)n1C	-6.5	-4.5	.	-6.3	.	8.4	.	-3.1	-1.6
69	CCOC(=O)N1CCN(c2ncnc3c2[nH]c2ccc(F)cc23)CC1	-8.1	-7.4	.	1.1	.	8.9	.	58.5*	7.1

# Bioassay records as filed in PubChem BioAssay.

# Only part of the results is shown. The share of hits here may be higher or lower than overall.
